Screening data (PubChem)
All columns: NCI-60 one-dose screen, growth in % after 48 h at 10 µM unless noted; 100 = growth as untreated, 0 = no growth, -100 = all killed.
SNB-75 – SNB-75 CNS cancer; 5% of 79,000 active
SF-268 – SF-268 CNS cancer cells | 3.1% of 82,000 active | AID 1794759
U251 – U251 CNS tumor cells. 5.4% of 80,000 active. AID 1794753
PC-3 – PC-3 prostate cancer cells; 3.9% of 80,000 active
SF-539 – SF-539 CNS cancer; 6.8% of 81,000 active; AID 1794752
SNB-19 – SNB-19 CNS cancer cells; 2.5% of 81,000 active
SF-295 – SF-295 CNS cancer cells; 5.6% of 79,000 active; AID 1794758
HCC-2998 – HCC-2998 colon cancer; 4.7% of 79,000 active
* marks the source's active call; other numbers are inactive results; nt = no result given; & = joins results of further samples; ! = not confirmed by another sample. Rule for the calls: active = growth percent below 10; inactive = the rest.

SMILES | SNB-75 | SF-268 | U251 | PC-3 | SF-539 | SNB-19 | SF-295 | HCC-2998
CC(C)(C)Nc1c(-c2c(O)c3ccccc3oc2=O)nc2c(Cl)cc(C(F)(F)F)cn12 | 85 | 99 | 100 | 99 | 105 | 108 | 99 | 108
CCOC(=O)/C=C/c1sc(-c2ccc(F)cc2)cc1N | 83 | 84 | 82 | 83 | 92 | 79 | 87 | 77
C#CCNC(=O)CCC(=O)OC[C@]12CC[C@@H](C(=C)C)[C@@H]1C1CC[C@@H]3[C@@]4(C)CCCNC(C)(C)[C@@H]4CC[C@@]3(C)[C@]1(C)CC2 (stereo partly drawn) | 99 | 43 | -74* | -20* | -99* | 34 | -86* | -99*
CC(=O)OCC1CCCO1 (stereo not drawn) | 96 | 107 | 103 | 108 | 114 | 105 | 101 | 85
NCCCCC(Br)C(=O)c1cc(=O)[nH]c2ccccc12 (stereo not drawn) | 106 | 108 | 111 | 75 | 112 | 109 | 111 | 100
O=S(=O)(NCCNc1nccc(-c2c(-c3cccc(F)c3)nc3sccn23)n1)c1cccc(F)c1 | 80 | 69 | 61 | 67 | 96 | 73 | 81 | 95
NC(=O)NC(=O)c1ccc(Cl)cc1 | 94 | 113 | 106 | 96 | 104 | 111 | 112 | 111
O=C(Nc1ccc2ncnc(Nc3nccs3)c2c1)c1ccccc1 | 81 | 82 | 82 | 72 | 86 | 103 | 71 | 92
O=C(Cn1c(-c2cncs2)nc2ccccc21)Nc1ccc(F)c(Cl)c1 | 54 | 101 | 91 | 79 | 94 | 91 | 83 | 102
N#Cc1c(NCc2ccco2)oc(-c2ccccc2)c1-c1ccccc1 | 98 | 82 | 65 | nt | 95 | 97 | 110 | 97
CCOCc1cnc(C)nc1N | 100 | 110 | 108 | 100 | nt | 104 | 111 | 112
CN(C)c1ccc(/C=C/C(=O)c2cccc(OCC(=O)O)c2)cc1 | 102 | 107 | 109 | 110 | 103 | 104 | 105 | 115
CCCNC(=O)c1cc(NCc2cc(O)ccc2O)ccc1O | 118 | 97 | 94 | 91 | 97 | 103 | 114 | 113
O=C1CC(c2ccc3c(c2)OCO3)c2ncn(-c3ccc(Cl)cc3)c2N1 (stereo not drawn) | 30 | 44 | 22 | 45 | 1.3* | 48 | 71 | 68
Cc1cccc(C)c1NC(=O)Cn1c(-c2cncs2)nc2ccccc21 | 100 | 100 | 95 | 85 | 105 | 105 | 81 | 97
O=C1Nc2ccccc2/C1=N/N1C(=O)CN(C2CCCCC2)C1=O | 84 | 107 | 104 | 109 | 100 | 89 | 103 | 102
CC(C)=CCC[C@](C)(O)[C@H]1CC[C@]2(C)[C@@H]1CC[C@@H]1[C@@]3(C)C/C(=C/c4ccco4)C(=O)C(C)(C)[C@@H]3CC[C@]12C | 93 | 101 | 101 | 97 | 102 | 103 | 100 | 105
Clc1ccc(-c2nnc3ccc(N/N=C/c4ccccc4)nn23)cc1 | 68 | 85 | 95 | 90 | 82 | 99 | 88 | 120
CC(C)(C)c1cc(-n2c(-c3cc4ccccc4[nH]c3=O)nc3cc(C(=O)OCCc4ccccc4)ccc32)n[nH]1 | nt | 81 | 83 | 86 | 95 | 86 | 72 | 105
NC(=O)N/N=C/CSCc1ccccc1 | 85 | 97 | 100 | 91 | 106 | 113 | 98 | 120
CNc1ccccc1O | 98 | 91 | 108 | 91 | 96 | 102 | 107 | 115
CSc1nc(N)cc(=O)[nH]1 | 108 | 98 | 97 | 97 | 106 | 105 | 103 | 99
Cc1ccc(NC(=O)/C=C/c2ccc(OCCCOc3ccc4c(C)cc(=O)oc4c3)cc2)cc1 | -6.2* | 39 | 72 | 75 | 58 | 38 | 50 | 81
COC(=O)c1cc2c(cc1C(=O)OC)[n+](Cc1ccc3ccccc3c1)cn2Cc1ccc2ccccc2c1 | 107 | 93 | 104 | 81 | 95 | 104 | 97 | 91
CCOC(=O)CC[C@H](NC(=O)c1ccc(NC(=O)Cn2c(C)nc3c(c(C)nn3-c3ccc(F)cc3)c2=O)cc1)C(=O)OCC | 85 | 104 | 90 | 94 | 91 | 97 | 92 | 99
CCN1C(=O)N(CC)C2Nn3c(s/c(=C\c4cccc(F)c4)c3=O)=NC21 (stereo not drawn) | 6.3* | 76 | 73 | 53 | 68 | 81 | 61 | 99
CCN(CC)CC(CN(CC)CC)OC(=O)c1ccc(N)cc1 | 92 | 94 | 106 | 100 | 95 | 103 | 102 | 106
CCCCCCCC(=O)OC1CCCCC1C1CCCCC1 (stereo not drawn) | 86 | 100 | 98 | 100 | 102 | 107 | 102 | 107
CCCCCCCC/C=C/CCCCCCCC1=NC(C)(C)CN1C(C)(C)CO | 39 | 54 | -68* | 45 | 77 | 58 | 87 | -93*
CCC(C)/C(=C\C#N)NCCCN/C(=C/C#N)C(C)CC (stereo not drawn) | 92 | 113 | 104 | 89 | 97 | 109 | 105 | 99
Nc1ccc(S(=O)(=O)NC(CSSCC(NS(=O)(=O)c2ccc(N)cc2)C(=O)O)C(=O)O)cc1 (stereo not drawn) | 92 | 89 | 98 | 102 | 105 | 101 | 101 | 104
Oc1ccc(Cl)c(O)c1 | 97 | 104 | 117 | nt | 104 | 109 | 106 | 112
Cc1nn(-c2ccc(Br)cc2)c2nc3c(nc12)C(=O)C(=O)c1ccccc1-3 | 86 | 101 | 103 | 88 | nt | 93 | 98 | 93
COc1cccc(-c2nc3occn3c2-c2ccnc(NCCCNS(=O)(=O)c3ccccc3)n2)c1 | 109 | 98 | 109 | 87 | 110 | 107 | 101 | 139
Cn1cnc2c(N3CCN(C(=O)OCc4ccc5cccc(O)c5n4)CC3)nc(Cl)nc21 | nt | 88 | 102 | 87 | 95 | 94 | 94 | 105
CC(C)CCCC(=O)CCCCCCC(=O)CCN(O)C(=O)C(N)CO (stereo not drawn) | 100 | 96 | 92 | 67 | 87 | 98 | 103 | 88
CCCCCCN(CCCCCC)CCC(O)c1ccc2ccccc2c1 (stereo not drawn) | 68 | 73 | 63 | 49 | 62 | 78 | 53 | 45
Cc1cc(-c2ccc(O)c(C)c2)ccc1O | 106 | 90 | 111 | 94 | 112 | 111 | 120 | 104
CCn1cc(C(=O)N/N=C(\C)c2cccnc2)c(=O)c2ccc(C)nc21 | 87 | 95 | 95 | 88 | 97 | 89 | 86 | 97
CC(CN(C)C)CN1c2ccccc2Sc2ccccc21 (stereo not drawn) | 43&61&64 | 78&92&91 | 77&88&73 | -49*! | 82&92 | 91&80&95 | 92&36&88 | 83&98&78
Cc1c(C=NCCN2CCCCC2)c(=O)n2c([nH]c3ccccc32)c1C#N | 84 | 99 | 96 | 88 | 94 | 97 | 96 | 101
COc1ccccc1N1CCN(Cc2c[nH]c3c(N4CCCCC4)ncnc23)CC1 | 82 | 103 | 98 | 89 | 104 | 104 | 94 | 100
Cc1cc(NCc2cc(Nc3ccnc4cc(Cl)ccc34)ccc2F)nc(Cl)n1 | 71 | 72 | 45 | 35 | 73 | 58 | 34 | 63
O=C(O)CN(CC(=O)O)C1C(=O)NC(=O)NC1=O | 98 | 106 | 114 | 98 | 94 | 101 | 102 | 110
COc1ccc(-c2nnc3c4[nH]ccc4ncn23)cc1OC | 80 | 103 | 105 | 98 | 105 | 104 | 119 | 121
COc1cc2oc(C(=O)N[C@@H](Cc3ccccc3)C(O)C(=O)NCc3ccccc3)c(C)c(=O)c2cc1OC (stereo partly drawn) | nt | 108 | 98 | 107 | 100 | 90 | 101 | 105
Cc1cc2c(cc1C)N(C(=O)CCl)CCN2C(=O)CCl | -94* | -33* | -84* | -70* | -86* | 40 | 12 | -98*
O=c1[nH]c2cc([N+](=O)[O-])ccc2c2ccc([N+](=O)[O-])cc12 | 82 | 84 | 72 | 79 | 84 | 69 | 90 | 96
COc1ccc(/C(C)=C(\c2ccc(OCCN3CCOCC3)cc2)c2ccc(OC(=O)C3CCCCC3)cc2)cc1 | 110 | 101 | 103 | 104 | 95 | 107 | 103 | 107
CCOC(=O)c1c2c(c(C)n1C)-c1[nH]ncc1CC2 | 97 | 83 | 82 | 76 | 78 | 80 | 95 | 111
C1CCC(CC2CCCCC2)CC1 | 97 | 97 | 120 | 108 | 101 | 118 | 111 | 115
O=[N+]([O-])c1ccc(N/N=C/c2c(O)ccc3ccccc23)c([N+](=O)[O-])c1 | 97 | 101 | 96 | 92 | 97 | 100 | 95 | 105
Cc1cccc(Cl)c1NC(=O)CNC(C)(C)C | 87 | 96 | 104 | 69 | 99 | 106 | 95 | 101
C=CCOC1=C(c2ccccc2)[C@H](CCCCC)N(CC=C)C1=O | 98 | 96 | 81 | 57 | 111 | 85 | 79 | 84
CCCCC(CC)OC(=O)c1ccc(OC)cc1 (stereo not drawn) | 93 | 99 | 85 | 78 | 97 | 106 | 103 | 111
C=CC(=O)N[C@H](CO)Cc1ccc(-c2cc(Cl)cc(Cl)c2)cc1 | 83 | 83 | 79 | 78 | 98 | 87 | 86 | 98
COc1ccc(C)cc1NC(C)=O | 89 | 104 | 100 | 93 | 93 | 107 | 100 | 104
O=C(Cn1cc(CN2C(=O)C3CCCN3C(=O)c3ccccc32)nn1)Nc1ccc(Cl)cn1 (stereo not drawn) | 73 | 90 | 102 | nt | 99 | 97 | 104 | 91
COP(=O)(OC)C(c1ccc(O)cc1)(c1ccc(O)cc1)c1ccc(O)cc1 | 112 | 106 | 105 | 93 | 107 | 106 | 83 | 127
Cc1ccc(C(=O)Nc2nc3c(s2)CN(Cc2ccccc2)CC3)cn1 | 67 | 91 | 93 | 74 | 103 | 92 | 90 | 78
More results
SMILES | SNB-75 | SF-268 | U251 | PC-3 | SF-539 | SNB-19 | SF-295 | HCC-2998
O=C(O)c1ccc(CO)o1 | 91 | 109 | 92 | 105 | 100 | 103 | 102 | 111
N#Cc1c(N2CCCCC2)nc2sc3cc(Cl)ccc3n2c1=N | 71 | 96 | 100 | 86 | 103 | 91 | 14 | 128
COC(=O)C1CCCCC1C(=O)OC (stereo not drawn) | 81 | 98 | 110 | 107 | 94 | 99 | 102 | 126
CS(N)(=O)=O | 85 | 114 | 104 | 103 | 107 | 97 | 98 | nt
C#CCOc1cccc(Nc2ncnc3c2ncn3C2CCN(C(=O)C=C)C2)c1 (stereo not drawn) | 69 | 79 | 90 | 78 | 84 | 90 | 93 | 103
Cn1c(N)nc2c(ncn2C2CC(O)C(CO)O2)c1=O (stereo not drawn) | 87 | 98 | 99 | 88 | 95 | 108 | 108 | 109
C(C=C(c1ccccc1)c1ccccc1)=C(c1ccccc1)c1ccccc1 | 98 | 107 | 99 | 96 | 99 | 113 | 103 | 105
COC(=O)CC[C@@H]1O[C@@H](c2cccc(C(F)(F)F)c2)[C@@H](O)[C@H]1O | 93 | 101 | 102 | 98 | 97 | 107 | 104 | 114
COc1cc2oc(-c3cccc(NC(=O)[C@@H](NC(=O)OC(C)(C)C)C(C)C)c3)cc(=O)c2c(OC)c1OC | 95 | 100 | 96 | 86 | 98 | 100 | 100 | 106
CC1=C(C(=O)OC(C)C)C(c2ccc(O)cc2)NC(=S)N1 (stereo not drawn) | 217 | 111 | 102 | 95 | 98 | 101 | 97 | 107
Cc1ccc(C(=O)n2cc(-c3ccccc3)c(-c3ccccc3)c2)cc1 | 85 | 100 | 90 | 66 | 95 | 100 | nt | 102
Cc1ccc(-c2nn(-c3ccccc3)cc2/C=C/c2nnc(-c3ccc(Cl)cc3Cl)o2)cc1 | 79 | 83 | 85 | 84 | 91 | 85 | 88 | 96
COc1ccc(-c2ccn(CCC(=O)O)n2)cc1OC1CCCC1 | 100 | 98 | 100 | 101 | 103 | 97 | 99 | 102
COc1cc2nnc3c4cccnc4[nH]c3c2cc1OC | 51 | 19 | 1.3* | nt | 55 | 76 | 67 | 88
N#Cc1cccc(/C=C(/C(=O)c2ccccc2)c2ccccc2)c1 | 69 | 51 | 60 | 67 | 92 | 83 | 64 | nt
CCCCCNc1ccc(C#N)c(OCCN2CCCCC2C)c1 (stereo not drawn) | 80 | 100 | 88 | 59 | 102 | 102 | 82 | 75
OCCN(Cc1ccccc1)Cc1ccccc1 | 100 | 102 | 106 | 94 | 100 | 101 | 112 | 103
